# TEAD-YAP inh: TEAD-YAP interaction inhibition; HEK-TIYL cells, TEAD-Gal4/YAP UAS-luciferase luminescence; inhibition, % at 9.12 µM; 1.4% of 640,000 active; in the data active = inhibition above about 32%;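 note: 0% = median of test compound wells and 100% = reference inhibitor wells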
# FBW7 activator: activators of human E3 ligase FBW7; 0.13% of 650,000 active; AlphaScreen FBW7–phospho-cyclin E peptide binding, activator screen; normalized activity (activation), % at 26.1 µM; Q969H0; AID 1259310; in the data active = normalized activity above about 1.9%;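 note: purified mutant Fbw7 with reduced substrate affinity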
# Target sequence (Q969H0 whole entry, looked up): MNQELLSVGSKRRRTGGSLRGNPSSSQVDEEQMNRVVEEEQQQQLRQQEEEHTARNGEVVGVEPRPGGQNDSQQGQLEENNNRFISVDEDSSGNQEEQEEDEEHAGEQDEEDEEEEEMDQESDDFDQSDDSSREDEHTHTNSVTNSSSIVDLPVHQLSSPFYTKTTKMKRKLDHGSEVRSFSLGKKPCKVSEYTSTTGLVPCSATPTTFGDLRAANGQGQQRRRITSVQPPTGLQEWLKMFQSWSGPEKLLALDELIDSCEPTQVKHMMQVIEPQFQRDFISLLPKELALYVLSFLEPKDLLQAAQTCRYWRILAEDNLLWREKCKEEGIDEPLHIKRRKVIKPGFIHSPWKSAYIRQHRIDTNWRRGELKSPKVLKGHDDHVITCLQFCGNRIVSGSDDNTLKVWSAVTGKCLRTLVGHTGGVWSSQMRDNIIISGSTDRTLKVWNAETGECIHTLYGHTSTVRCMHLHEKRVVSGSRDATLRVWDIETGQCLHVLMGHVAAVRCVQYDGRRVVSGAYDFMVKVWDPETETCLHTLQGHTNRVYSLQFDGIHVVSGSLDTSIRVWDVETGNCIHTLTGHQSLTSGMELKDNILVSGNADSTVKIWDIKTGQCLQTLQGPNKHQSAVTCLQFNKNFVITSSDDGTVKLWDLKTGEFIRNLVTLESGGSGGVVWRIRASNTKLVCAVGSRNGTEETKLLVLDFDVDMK
# MITF inh: inhibitors of human MITF; AlphaScreen MITF homodimerization, bead proximity signal; O75030; 0.91% of 650,000 active; inhibition, % at 2.6 µM; in the data active = inhibition above about 50%;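 note: 0% = vehicle wells with protein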
# GPR151 ag: human GPR151 activation. 1% of 650,000 active. Q8TDV0. activation, % at 11.2 µM. PathHunter beta-arrestin GPR151 cells, luminescence. AID 1508602; in the data active = activation above about 4.9%;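 note: 0% = median of compound wells and 100% = cells with positive control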
# * = called active by the depositor. Compounds were not picked by outcome. About 3.4% of those tested had a hit in this group.
SMILES,TEAD-YAP inh,FBW7 activator,MITF inh,GPR151 ag
O=C(CSc1cn(Cc2ccc(F)cc2)c2ccccc12)N1CCc2ccccc21,-2,-0.1,-8,-0.9
O=C(CN1Cc2ccccc2C1=O)NC1CCN(Cc2ccccc2)CC1,3,0.0,-8,0.6
CN(C)S(=O)(=O)c1cccc(C(=O)N2CCc3ccccc32)c1,-3,0.0,8,-1.2
CCOC(=O)c1ccc(-n2c(=S)[nH]c3c(sc(=S)n3-c3cccc(OC)c3)c2=O)cc1,-6,-0.2,3,0.1
COc1ccc(C2C(C#N)=C(N)OC3=C2C(=O)CCC3)cc1Cl (centres undefined),6,0.2,9,3.5
C=CCNc1c(C(=O)OCC)cnc2c(F)ccc(C)c12,3,0.3,3,-0.6
CCOc1cc(/C=C(\C#N)C(=O)NCCCOC)ccc1OCc1ccc2c(c1)OCO2,27,1.1,10,0.5
O=C(Nc1cc2ccccc2oc1=O)c1cccc(Cl)c1Cl,-48,0.3,7,-0.8
O=C1CC(N2CCN(Cc3ccc4c(c3)OCO4)CC2)C(=O)N1c1ccccc1Cl (centres undefined),2,0.0,10,0.9
COC(F)(C(=O)Nc1cccc(Nc2ccccc2)c1)C(F)(F)F (centres undefined),-13,0.0,4,1.9
Cc1[nH]n(-c2ccccc2)c(=O)c1C=Nc1c(C)[nH]n(-c2ccccc2)c1=O,10,0.0,11,-0.2
O=C(NC(=S)Nc1cc(C(F)(F)F)ccc1Cl)c1ccco1,3,0.1,15,0.3
CCCCOC(=O)/C(=C\c1cccc2ccccc12)NC(=O)c1ccccc1,-1,0.0,-2,4.5
COc1ccc(C(=O)Nc2nc3c(s2)C(=O)CC(C)(C)C3)c(OC)c1,-71,-0.2,-7,-0.9
Cc1cnc(Nc2cnccn2)nc1NCCO,-4,0.6,12,-0.5
CC(c1ccc([N+](=O)[O-])cc1)c1nc(-c2ccncc2)no1 (centres undefined),-3,-0.3,13,-1.0
CCOC(=O)c1c(NC(=O)CSc2nncn2C)sc2c1CCC(CC)C2 (centres undefined),-7,-0.1,12,2.4
Cc1ccc(OC(C)C(=O)N2CCc3ccccc32)cc1 (centres undefined),1,0.0,-6,-1.9
O=[N+]([O-])c1cccc(/C=C/c2nc(C=Nc3cc(Cl)ccc3Cl)c(O)o2)c1,-4,0.1,0,1.2
Cc1cc(NC2CCN(Cc3ccccc3)CC2)nc(Nc2ccc3ncccc3c2)n1,-3,0.2,40,-1.9
CC1=C(C(=O)Nc2ccc(C)cn2)C(c2cccc(Cl)c2)C2=C(CC(C)(C)CC2=O)N1 (centres undefined),0,0.0,-4,-1.2
Cc1ccccc1Cn1ccc(NC(=O)c2nn3cccnc3c2Cl)n1,-36,0.7,14,-0.3
Cc1c(CN2CCN(Cc3cccs3)C(CCO)C2)c(=O)n(-c2ccccc2)n1C (centres undefined),5,0.0,0,0.0
COc1ccc(C2CC(C(F)(F)F)n3nc(C(=O)NC4CCCCC4)c(Cl)c3N2)cc1OC (centres undefined),7,0.3,6,-1.1
O=C(O)[C@@H](c1ccccc1)N1Cc2ccccc2C1=O,2,0.0,-2,-0.6

# As a working copy, 3 of the compounds above:
SMILES,TEAD-YAP inh,FBW7 activator,MITF inh,GPR151 ag
O=C(CSc1cn(Cc2ccc(F)cc2)c2ccccc12)N1CCc2ccccc21,-2,-0.1,-8,-0.9
O=C(CN1Cc2ccccc2C1=O)NC1CCN(Cc2ccccc2)CC1,3,0.0,-8,0.6
CN(C)S(=O)(=O)c1cccc(C(=O)N2CCc3ccccc32)c1,-3,0.0,8,-1.2

# Next entries
SMILES,TEAD-YAP inh,FBW7 activator,MITF inh,GPR151 ag
Cc1cccc(NC(=O)C2CC(=O)n3c(nc4ccccc43)N2)c1 (centres undefined),11,-0.3,-3,1.5
Cc1nc2nc(SCC(=O)Nc3cccc(Cl)c3)nn2c(C)c1Cc1c(F)cccc1Cl,6,-0.1,-3,1.8
Cc1cc(C(=O)Nc2ccccc2C(=O)NC(C)C)ccc1[N+](=O)[O-],9,0.1,3,1.6
CCNC(=O)C1Cc2ccccc2N1S(=O)(=O)c1cccs1 (centres undefined),3,0.1,8,0.6
O=C(NCc1ccccc1)C(=O)Nc1ccc(Cl)c(C(F)(F)F)c1,9,0.5,6,-0.2
Cc1ccc2c(c1)-c1c(cnn1CC(=O)Nc1ccc3c(c1)OCCO3)CO2,23,-0.1,1,1.0
CCCCN(C)C(=O)c1cc2c(=O)n3cccc(C)c3nc2s1,-13,1.1,15,-4.9
CCOC(=O)N1CCc2c(sc(NCc3cccc(OC)c3)c2C(=O)Nc2cc(Cl)ccc2OC)C1,-2,-0.1,2,-0.8
NC(=O)c1nsc(C(=O)N(CC(=O)NCc2ccc(F)cc2)c2cccc(F)c2)c1N,5,-0.1,-1,-0.5
CSc1ccccc1NC(=O)c1cc2nc(-c3ccc(Cl)cc3)cc(C(F)(F)F)n2n1,10,-0.1,13,0.2
O=C(CSc1nc2sc3c(c2c(=O)n1-c1ccccc1)CCC3)NCCc1ccccc1,-2,0.3,13,0.4
CCN1CCN(C2CCN(S(=O)(=O)c3ccc(Cl)cc3)CC2)CC1,-7,0.3,44,-1.0
O=C(O)c1ccccc1SC1CC(=O)N(c2ccc(N3CCOCC3)cc2)C1=O (centres undefined),-4,0.1,13,0.7
COC(=O)COc1ccccc1/C=C1/NC(=O)N(c2cccc(Cl)c2)C1=O,-4,-0.1,7,2.9
Cc1ccc2nc(C)c(NC(=O)c3ccc(S(=O)(=O)N(C)C)cc3)c(=O)n2c1,9,0.3,3,0.7
Cc1ccc(C(c2ccccc2)(c2ccccc2)c2ccccc2)o1,7,0.1,7,2.4
CCc1ccc(NC(=O)c2cc(S(=O)(=O)N3CCCCCC3)ccc2F)cc1,-15,0.1,2,1.8
CCn1c2ccccc2c2cc(NC(=O)COC)ccc21,3,0.1,5,-0.4
COC(=O)/C=C/C(=O)Nc1cc(Cl)ccc1O,7,0.1,5,0.9
Cc1[nH]nc2c1C(c1ccc(OCc3cccc(F)c3)cc1)C(C#N)=C(N)O2 (centres undefined),-43,0.1,7,-1.6
OC(CNC1CCCC1)COCCOc1ccc(Br)cc1 (centres undefined),-3,0.8,13,-2.4
COc1cc(C(=O)Nc2ccc(NC(=O)c3cccs3)cc2)ccc1OCc1ccc(Cl)cc1,4,0.0,6,0.9
CCOc1cc(/C=C2/C(=N)N3N=C(CC(C)C)SC3=NC2=O)ccc1OCCOc1ccccc1C,22,-0.2,3,-0.3
Cc1nc2ccccc2n1CCc1nc2c3ccccc3nc(SCC(N)=O)n2n1,8,0.0,-1,0.9
CCCn1c(CCC(=O)Nc2cccc(F)c2)nc2cccnc21,6,-0.1,9,1.8

# Shown with bars between the fields: 3 of the compounds above
molecule | TEAD-YAP inh | FBW7 activator | MITF inh | GPR151 ag
CCOC(=O)c1c(NC(=O)CSc2nncn2C)sc2c1CCC(CC)C2 (centres undefined) | -7 | -0.1 | 12 | 2.4
Cc1ccc(OC(C)C(=O)N2CCc3ccccc32)cc1 (centres undefined) | 1 | 0.0 | -6 | -1.9
O=[N+]([O-])c1cccc(/C=C/c2nc(C=Nc3cc(Cl)ccc3Cl)c(O)o2)c1 | -4 | 0.1 | 0 | 1.2

# The list goes on:
SMILES,TEAD-YAP inh,FBW7 activator,MITF inh,GPR151 ag
Cc1ccc(NC(=O)C2C3C=CC4(O3)C2C(=O)N(Cc2cccnc2)C4C(=O)NC2CCCCC2)cc1C (centres undefined),-7,-0.1,-4,-0.1
CN(C)c1ccc(NC(=S)NC(=O)c2ccccc2[N+](=O)[O-])cc1,-51,-0.1,11,2.4
COc1ccc(Nc2nc(C)c3ccccc3n2)cc1,-51,0.0,3,0.6
Cc1ccc(N/N=C2/CCCC(=O)C2)cc1Cl,-10,0.0,-2,-0.4
COc1ccc(-c2c(C)oc3cc(OC)ccc3c2=O)cc1,-17,-0.2,-9,0.2
COc1ccc(C2OC(=O)CC2C(=O)NC2CCCC2)cc1OC (centres undefined),7,0.3,7,-0.9
CCOc1ccc(/C=C/C(=O)Nc2ccc(C)cc2)cc1,-30,0.0,3,-1.4
Cc1ccc(S(=O)(=O)N(CC(=O)NCc2ccccn2)c2cccc(Cl)c2C)cc1,7,-0.1,-1,2.1
C=CCOC(=O)C1=C(C)NC(=O)NC1c1cn(-c2ccccc2)nc1-c1cccs1 (centres undefined),17,-0.2,0,-0.5
Fc1ccccc1COc1ccc(Br)cc1/C=N/n1cnnc1,-2,-0.1,-24,-0.8
COc1ccc2cc(C(=O)C3CCCN(C(=O)Cn4nc(C)nc4C)C3)ccc2c1 (centres undefined),-3,0.1,12,0.2
O=C(Nc1ccc(NC(=O)c2cccs2)cc1Cl)c1ccco1,-51,0.1,9,-3.3
CCN1C/C(=C/c2sccc2C)c2nc3ccccc3c(C(=O)O)c2C1,4,0.0,-2,1.0
COc1cccc(NC(=O)CN2C(=O)c3ccccc3C2=O)c1,-3,-0.1,-1,1.4
O=C(Nc1ccccc1F)c1ccc(N2CC3CC(C2)c2cccc(=O)n2C3)c(NC(=O)c2ccccc2Br)c1 (centres undefined),-4,0.0,8,0.2
COCC(C)Nc1ncnc2c1c(-c1ccccc1)cn2-c1ccc(Br)cc1 (centres undefined),-7,-0.1,-4,-0.5
Cc1cc2nc(-c3ccc(C)c(NC(=O)c4cc5ccccc5o4)c3)oc2cc1C,-20,0.1,19,-0.5
O=C(COc1ccccc1)NCCN1CCN(c2nc3c(F)cc(F)cc3s2)CC1,-6,0.1,4,0.0
O=c1c2cc(NC(=S)N3CCCC3)ccc2nc2n1CCCCC2,-1,0.4,24,2.2
CCc1nnc2n1N(C(C)=O)C(c1ccc3c(c1)CCCC3)=C(C(C)=O)S2,11,-0.1,-9,8.6*
COC(=O)CN(CC(=O)OC)S(=O)(=O)c1c(C)cc(C)cc1C,8,-0.1,-1,0.4
CCCCNCC#CCOc1ccccc1OC,-4,0.7,43,-0.9
OCCNCc1cc(Br)ccc1OCc1ccccc1,-3,0.1,12,0.7
CC(C)c1ccc(/C=C2/NC(=O)N(Cc3ccc(F)cc3)C2=O)cc1,16,0.1,-4,-1.8
CCNC(=O)c1ccc2c(c1SC)C(=O)c1ccccc1C2=O,-56,-0.2,5,-0.6

# Looked up one by one from the entries so far:
SMILES,TEAD-YAP inh,FBW7 activator,MITF inh,GPR151 ag
O=C(Nc1ccc(NC(=O)c2cccs2)cc1Cl)c1ccco1,-51,0.1,9,-3.3
CCN1C/C(=C/c2sccc2C)c2nc3ccccc3c(C(=O)O)c2C1,4,0.0,-2,1.0

# The results go on.
SMILES,TEAD-YAP inh,FBW7 activator,MITF inh,GPR151 ag
CN(C)c1ccc(NC(=O)CSc2nncn2N)cc1,-1,-0.1,-3,0.0
COC(=O)C(NC(=O)C(CC(C)C)NC(=O)C1CCC(C)CC1)C(C)C (centres undefined),3,-0.1,-1,0.6
O=C(CSc1cccc2cccnc12)OCC(=O)c1ccc(F)cc1,6,-0.1,5,0.6
COc1cc(OC)c(C(C)=O)c(O)c1C,3,-0.1,7,-0.6
c1nc(CCNc2nc3nonc3nc2N2CCCC2)cs1,-2,-0.1,-4,-0.7
COc1ccc(CCNc2nc(-c3ccccn3)cs2)cc1OC,26,-1.1,35,-1.7
COc1ccc(/C=C/C(=O)NCCNC(=O)/C=C/c2ccc(OC)cc2)cc1,-9,0.3,15,-1.0
Cn1ccnc1CNc1nc2nonc2nc1N1CCCCCC1,-10,-0.2,0,-0.3
Cc1cc(C)nc(NC(=O)CC(C)(C)C)n1,2,0.0,-1,0.2
COc1ccccc1CN1C(=O)C2C(C(=O)Nc3ccc(Br)cc3)C3C=CC2(O3)C1C(=O)NC1CCCCC1 (centres undefined),0,-0.1,3,0.0
O=C(NCc1ccc(F)cc1)C1CCN(C(=O)N2CCOc3ccccc32)CC1,2,-0.3,-6,-1.6
CCN(CC)CCNC(=O)Cc1n[nH]c(=O)c2ccccc12,7,1.1,10,0.6
COc1ccc(CC(=O)Nc2nnc(C)s2)cc1,8,0.0,13,1.7
CC1CN(S(=O)(=O)c2ccc(C(=O)NNC(=O)c3ccc(S(=O)(=O)N4CCCCC4)cc3)cc2)CC(C)O1 (centres undefined),-1,-0.2,6,-0.2
CCc1nn(CC(=O)NC(C)c2ccccn2)c(=O)c2cc3ccsc3n12 (centres undefined),12,0.7,15,0.1
COC(=O)C(C(=O)OC)c1ccc(C(c2ccccc2)C(C(=O)OC)C(=O)OC)cc1 (centres undefined),-6,0.1,20,-0.7
CCN(/N=C/c1cccs1)c1cc(=O)n(C)c(=O)[nH]1,6,-0.6,-9,0.2
O=C(O)CCCn1c(=S)[nH]c2c(sc3ccccc32)c1=O,-8,0.0,-7,0.4
COc1ccccc1NC(=O)c1sc2ncnc(N(C)c3ccccc3)c2c1C,-7,0.0,-10,0.1
CCc1nnc(/N=C2\SC(=O)/C(=C/c3ccc(OC)cc3)N2c2ccccc2)s1,-44,0.0,8,-0.4
COc1ccc(NC(=S)NC(=O)c2ccccc2[N+](=O)[O-])c(OC)c1,-11,0.0,14,0.2
Cn1c2ccccc2c2cnn(CC(=O)N3CCCCC3)c(=O)c21,-30,-0.1,-16,0.5
Cc1ccccc1NS(=O)(=O)c1ccc2c(c1)c(=O)n(C)c(=O)n2C,17,0.2,-1,0.7
CC(=O)Nc1ccc(C(=O)N/N=C(\C)CC(=O)Nc2cc(C)cc(C)c2)cc1,8,0.1,-3,0.1
NS(=O)(=O)c1ccc(CNc2nccn3c(-c4ccc5[nH]ccc5c4)cnc23)cc1,-2,0.1,-12,0.0
